p53ts 32C kill: cytotoxicity in p53ts cells at permissive temperature | H1299-p53A138V at 32C, ATP luminescence viability, 24 h | Potency, µM (highest dose often 46.1 µM), for inactives: top-dose activity change, negative = cytotoxicity, hits mostly cytotoxic | 130,000 tested, 0.93% active | AID 924;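 also: 0% = DMSO and -100% = full killing by reference compound; nearly all actives have a fitted effect of over 55% in size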
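Cells: H1299 p53ts (A138V), 600/well, pre-incubated 16–30 h at 37C. Cpd up to 46 uM, 24 h, 32C. Readout: ATPlite luminescence, 20 min RT. Normalization: DMSO vs tamoxifen 100 uM. AC50 by Hill equation.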
Imprint erasure: genomic imprint erasure induction. Potency, µM (titrated, usually from 60.7 µM), for inactives: at the top dose activity change, positive = activation, usual class: activators. 110,000 tested, 0.02% active. AID 1948. mouse ES Peg3-LacZ reporter, beta-gal luminescence, 40 h;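 also: 0% = negative control wells on the plate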
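Gelatin-coated wells received 300 freshly trypsinized female ES cells with a Peg3LacZ-Neo reporter on the maternal allele, then incubated 40 hours at 37C. BetaGlo was added for 5 minutes at room temperature before a single luminescence read.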
p53ts 39C tox: cytotoxicity in p53ts cells at nonpermissive temperature; Potency, µM (top dose mostly 46.1 µM), inactives show at the top dose activity change, negative = cell killing, hits mostly cytotoxic; 130,000 tested, 1.5% active; AID 902; H1299-p53A138V viability at 39C, ATP luminescence, 24 h; also: nearly all actives have a fitted effect of over 55% in size
IkB signaling: IkB pathway inhibition in ABC-DLBCL cells | AID 445 | 110,000 tested, 0.04% active | ABC-DLBCL IkBa-CBG/CBR dual luciferase ratio, 4 h; response scale: scaled: untreated 0%, proteasome inhibitor 100% | Potency, µM (series often up to 57.1 µM), inactives show at the highest dose IkBa stabilization activation; active = well fitted curve in the direction sought with a large enough effect in the signal ratio, not every such curve was filed as active; inconclusive = small, poorly fitted or top-dose-only effect, or a change in a side signal; the % refers to the signal ratio;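 also: the direction sought is a rising ratio; 0% = basal untreated cells and 100% = reference inhibitor full response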
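Luminescence ratio of IκBα-fused green versus native red beetle luciferase in OCI-Ly3 cells, 4 h post-doxycycline with compound; red signal alone, scaled from basal (0%) to zero light (-100%), flagged nonspecific or cytotoxic effects.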
Active calls of the source: *; u = inconclusive; x = not tested or not shown; [ ] = remark or other dose. Unless noted, calls follow the shape of the dose curve; as a rule, active = well fitted curve in the direction sought with a large enough effect; inconclusive = small, poorly fitted or top-dose-only effect, or another doubt; inactive = no such curve, though single readings can be large; an effect the other way counts as inactive or inconclusive. Unless noted, % is scaled to controls: 0 for no effect and ±100 for the full control effect; potency is read from the fitted curve at half-maximal effect.

No.	mol	IkB signaling	p53ts 39C tox	Imprint erasure	p53ts 32C kill
1	CCc1nnc(SCC(=O)Nc2ccccc2Cl)nc1CC	1.5%	-8%	-20%[10.9 µM]	7%
2	Cc1cccc(C(=O)N(C)c2nnc(-c3ccncc3)s2)c1	-4.5%	-6%	x	5%
3	CC1(C)CCC(C)(C)c2cc(C(=O)Nc3ccc(C(=O)O)cc3)ccc21	u	-8%	-11%	7%
4	O=C1CCc2cc(S(=O)(=O)N3CCCC3C(=O)N3CCN(c4ccccc4F)CC3)ccc2N1 (stereo not drawn)	-0.8%	1%	14%	3%
5	c1ccc(CNc2nc3ccccc3n3cnnc23)nc1	-1.1%	-8%	-12%	-2%
6	OCc1cn(-c2ccccc2)nc1-c1ccc2c(c1)OCCO2	u	-14%	2%	-12%
7	COc1cccc(N(Cc2nnc3n2CCCCC3)C(=O)Nc2cccc(Cl)c2)c1	-2.1%	-16%	12%[10.9 µM]	8%
8	Cc1ccc(OCCSc2nc3ccccc3n2CC(=O)N2CCOCC2)cc1C	-2.9%	0%	7%[10.9 µM]	6%
9	CCC(C)NC(=O)C1CCCN(C(=O)Nc2ccc(F)cc2)C1 (stereo not drawn)	0.0%	1%	-5%	-3%
10	C(=N\n1cnnc1)/c1cccc2ccccc12	0.7%	6%	-10%	2%
11	COc1ccc(/C=C/C(=O)N/C(=C\c2ccco2)C(=O)NCCc2nc3ccccc3[nH]2)cc1	x	-3%	x	-20%
12	CCc1nc(C)cn1S(=O)(=O)c1cc(C)c(OC)cc1C	2.3%	-5%	-12%	-8%
13	Cc1cccc(-c2nc(SCCCOc3ccc(Cl)c(C)c3)n3[nH]c(=O)cc3n2)c1	-4.2%	6%	-4%[10.9 µM]	-5%
14	CC(=O)Nc1nonc1-c1nnc(SCC(=O)Nc2cc(C)cc(C)c2)n1C	u	19%	-12%[10.9 µM]	1%
15	c1ccc2sc(NC3=NCN(Cc4ccc5c(c4)OCO5)CN3)nc2c1	-1.2%	8%	-15%	-1%
16	C=CCc1ccccc1OCCn1c(C2CC(=O)N(Cc3ccc(F)cc3)C2)nc2ccccc21 (stereo not drawn)	u	-8%	-11%[10.9 µM]	-8%
17	N#Cc1ccccc1NC(=O)CSc1nnc(-c2ccccc2O)n1-c1ccccc1	u	8%	-16%	3%
18	N#Cc1c(N)nc2c(c1-c1ccc3c(c1)OCO3)CCCCCC2	-0.5%	-1%	0%	9%
19	O=C(c1csc2ccccc12)n1cccn1	11%	3%	-46%[inhibitor]	2%
20	Cc1ccc(OCC(=O)NCC(=O)OCc2cc(=O)n3nc(CC(C)C)sc3n2)cc1	-1.6%	-6%	-2%[10.9 µM]	-3%
21	CCOC(=O)C1CCN(C(=O)C2CCN(c3nnc(C)c4c(C)n(-c5ccccc5)nc34)CC2)CC1	1.0%	-2%	9%[10.9 µM]	-5%
22	O=C(Cn1c(=O)sc2ccccc21)Nc1ccc2c(c1)OCCO2	1.2%	-8%	-8%	4%
23	Cn1nc(-c2ccc(Cl)cc2)c2cc(C(=O)NCc3ccco3)sc21	u	-5%	-22%	-4%
24	Cn1c(=O)c2c(ncn2Cc2ccc(Cl)cc2)n(C)c1=O	u	-17%	-6%[10.9 µM]	-10%

A draw from above in order of length of the SMILES, highest first.
No.	mol	IkB signaling	p53ts 39C tox	Imprint erasure	p53ts 32C kill
15	c1ccc2sc(NC3=NCN(Cc4ccc5c(c4)OCO5)CN3)nc2c1	-1.2%	8%	-15%	-1%
22	O=C(Cn1c(=O)sc2ccccc21)Nc1ccc2c(c1)OCCO2	1.2%	-8%	-8%	4%
24	Cn1c(=O)c2c(ncn2Cc2ccc(Cl)cc2)n(C)c1=O	u	-17%	-6%[10.9 µM]	-10%

(more compounds)
No.	mol	IkB signaling	p53ts 39C tox	Imprint erasure	p53ts 32C kill
25	COc1cc(C(=O)NCC(c2ccco2)S(=O)(=O)c2cccs2)cc(OC)c1OC (stereo not drawn)	2.3%	-1%	-11%[10.9 µM]	-4%
26	C/C(Cl)=C\Cn1c(Nc2ccc(C)cc2)nc2c1c(=O)n(C)c(=O)n2C	0.0%	-1%	x	-9%
27	Cc1cc(F)c(F)c(C(=O)NC2CC2)c1Cl	0.5%	-5%	17%	3%
28	CC(C)COc1ccc(C(=O)Nc2ccc(S(=O)(=O)Nc3ncccn3)cc2)cc1	-0.4%	0%	8%[10.9 µM]	2%
29	COc1ccc(-c2cc(C(F)(F)F)n3nc(C(=O)NCC45CC6CC(CC(C6)C4)C5)cc3n2)cc1	5.7%	u	-9%[10.9 µM]	-16%
30	Cc1ccc(OS(=O)Nc2cccc3nccnc23)cc1 (stereo not drawn)	u	-7%	-10%	7%
31	Cc1csc2nc(CNC(=O)C3CCCCC3)cn12	4.3%	7%	-4%	8%
32	CSc1nnc2c(n1)OC(c1cccn1C)N(C(C)=O)c1ccccc1-2 (stereo not drawn)	5.9%	5%	-3%	5%
33	CCCN(C(=O)c1nn(-c2ccc(OC)c(Cl)c2)c(=O)c2c1c1ccccc1n2C)c1ccccc1F	-1.5%	17%	3%[10.9 µM]	8%
34	CC(C(=O)N1CCCCC1)n1ncn2cccc2c1=O (stereo not drawn)	x	-15%	x	-6%
35	COc1ccc(-c2nc(CS(=O)CC(=O)NCCC3=CCCCC3)c(C)o2)cc1 (stereo not drawn)	-2.3%	-7%	-22%	-2%
36	CCOc1cccc(=O)c2c(C)n(CC3CCCO3)c(C)c12 (stereo not drawn)	4.8%	11%	-12%	8%
37	Cc1ccc(C)n1-c1ccc(N2CCOCC2)cc1	u	4%	11%	u
38	CCCCOc1ccc(S(=O)(=O)Nc2cccnc2)cc1	2.7%	0%	-15%	-16%
39	Cc1ccc(OCc2nnc(SCC(=O)C(C)(C)C)n2Cc2ccco2)cc1	1.7%	4%	-15%	-4%
40	Cc1ccc(OCC(=O)Nc2sc3c(c2C(N)=O)CCCC3)c(C(C)(C)C)c1	-4.4%	-5%	-13%[10.9 µM]	-3%
41	COc1ccc(CNc2nc3nc(C)c(Cl)c(=O)n3[nH]2)cc1OC	10%	4%	-21%	6%
42	CC(C)Cc1nccs1	-0.1%	-7%	-2%	-7%[1.84 µM]
43	COc1ccc(C(CC(=O)Nc2cc(Cl)c(OC)cc2OC)N2Cc3ccccc3C2=O)cc1 (stereo not drawn)	-0.1%	-3%	9%[10.9 µM]	3%
44	Cc1noc(NS(=O)(=O)c2ccc(NC(=O)C34CCC(CC3)C4)cc2)c1C	-0.3%	-21%	-1%	-7%
45	COCCCN1C(=O)C(=O)/C(=C(/O)c2ccccc2)C1c1ccc2c(c1)OCO2 (stereo not drawn)	-1.4%	2%	0%	0%
46	COc1ccccc1C(c1nnnn1Cc1ccccc1)N1CCC(C(N)=O)CC1 (stereo not drawn)	x	14%	x	7%
47	CC(C)c1ccc(CNCCSc2nnnn2-c2ccccc2)cc1	-4.0%	11%	-10%[10.9 µM]	-2%
48	Oc1cc(CN2COc3ccccc32)c(O)cc1CNC1CCCCC1	3.1%[11.4 µM]	2%[9.22 µM]	-2%[10.9 µM]	1%[9.22 µM]

Some entries already given with just p53ts 39C tox, p53ts 32C kill and IkB signaling:
item | SMILES | p53ts 39C tox | p53ts 32C kill | IkB signaling
41 | COc1ccc(CNc2nc3nc(C)c(Cl)c(=O)n3[nH]2)cc1OC | 4% | 6% | 10%
42 | CC(C)Cc1nccs1 | -7% | -7%[1.84 µM] | -0.1%
43 | COc1ccc(C(CC(=O)Nc2cc(Cl)c(OC)cc2OC)N2Cc3ccccc3C2=O)cc1 (stereo not drawn) | -3% | 3% | -0.1%
44 | Cc1noc(NS(=O)(=O)c2ccc(NC(=O)C34CCC(CC3)C4)cc2)c1C | -21% | -7% | -0.3%
45 | COCCCN1C(=O)C(=O)/C(=C(/O)c2ccccc2)C1c1ccc2c(c1)OCO2 (stereo not drawn) | 2% | 0% | -1.4%
46 | COc1ccccc1C(c1nnnn1Cc1ccccc1)N1CCC(C(N)=O)CC1 (stereo not drawn) | 14% | 7% | x

New compounds follow.
No.	mol	IkB signaling	p53ts 39C tox	Imprint erasure	p53ts 32C kill
49	Cc1c(C(=O)NCCC2=CCCCC2)oc2ccc(S(=O)(=O)N3CCOCC3)cc12	u	-12%	-17%	-19%
50	Cc1cccc(Nc2nc(-c3ccccc3)c(C(=O)Nc3cccnc3)s2)c1	x	-7%	x	-15%
51	CCCCNC(=O)N(O)C1N(CCCC)C(=O)N(CC(=O)OC)C1(C)C (stereo not drawn)	x	-7%	x	-13%
52	Cc1nnc(SCC(=O)N2CCCCC2)s1	-0.7%	5%	2%	-1%
53	CCOc1cccc(/C(O)=C2/C(=O)C(=O)N(CCOC)C2c2ccc(C)o2)c1 (stereo not drawn)	0.2%	3%	-10%	-1%
54	CC(C)Cc1nnc(NS(=O)(=O)c2ccc(Cl)cc2)s1	2.2%	-6%	-3%	-17%
55	COCC(=O)Nc1cccc(-c2nc3cccnc3s2)c1	-1.5%	20%	-6%[10.9 µM]	9%
56	CCOC(=O)c1[nH]c2ccccc2c1NC(=O)c1ccc(C)c(C)c1	2.5%	-6%	8%[10.9 µM]	2%
57	COC(=O)CSc1nnc(CNC(=O)c2ccc(S(=O)(=O)N3CCCCC3)cc2)n1C	1.4%	-2%	-10%	1%
58	CCC(=O)N1CCc2cc(Br)cc(S(=O)(=O)N3CCC(C(=O)NCCCOC(C)C)CC3)c21	0.0%	14%	11%[10.9 µM]	2%
59	O=S1(=O)CC(O)C(N2CCCCC2)C1 (stereo not drawn)	x	23%	x	-1%
60	Cc1cc(C)c(NC(=O)C2CCCN(C(=O)c3cnn(-c4ccccc4)c3-n3cccc3)C2)c(C)c1 (stereo not drawn)	u	15%	-9%[10.9 µM]	10%
61	COc1cccc2c1NC(C(=O)O)C1CC=CC21 (stereo not drawn)	4.5%	3%	u	-14%
62	c1ccc(Cn2nnc(-c3ccccc3)n2)cc1	x	-10%	x	1%
63	Cc1ccc(CNC(=O)C2CCN(S(=O)(=O)c3cn(C)cn3)CC2)cc1	0.5%	-10%	-11%[10.9 µM]	-5%
64	Cc1ccc(-n2ncc3c(=O)n(CC(=O)NC4CCCCC4)cnc32)cc1C	-0.3%	-14%	-15%	-13%
65	CCOc1ccc(S(=O)(=O)NCC(c2ccc(N(C)C)cc2)N2CCCC2)cc1 (stereo not drawn)	-2.4%	-19%	-7%[10.9 µM]	-13%
66	COc1ccc2c(c1OC)C(=O)N1c3ccccc3COC21 (stereo not drawn)	1.6%	16µM*	-47%[inhibitor]	13µM*
67	COCCCN=CC1=C(O)CC(C)(C)CC1=O	-1.1%	-9%	3%	-3%
68	Cc1ccc(S(=O)(=O)NC(CC(N)=O)C(=O)O)cc1 (stereo not drawn)	0.6%	0%	-4%	-3%
69	CCCOc1ccc(C(=O)C(CN2CCOCC2)c2ccccc2)cc1 (stereo not drawn)	x	60%[activator]	x	u
70	CCOC(=O)c1c(CC(C)C)csc1NC(C)=O	0.8%	11%	-8%	-4%
71	CCOc1ccccc1NC(=O)C1C2C=CC(O2)C1C(=O)O (stereo not drawn)	0.1%	-3%	-3%	5%
72	CC1CCCCC1NC(=O)CN1C(=O)NC(C)(c2ccc(OC(F)F)cc2)C1=O (stereo not drawn)	0.0%	-1%	0%	3%
73	Cc1ccc2oc(=O)n(CCNC(=O)Nc3ccc(Cl)cc3)c2c1	u	-2%	-3%[10.9 µM]	2%
74	N#Cc1c(NC(=O)CCCN2C(=O)c3ccccc3C2=O)oc(-c2ccccc2)c1-c1ccccc1	-0.9%	19%	-11%	11%
75	O=C(Cc1ccccc1)Nc1nc2ccccc2[nH]1	u	8%	-2%	11%
76	N[C@H](C(=O)O)[C@H](N)C(=O)O	-0.3%[11.4 µM]	-4%[9.22 µM]	-1%[10.9 µM]	-5%[9.22 µM]
77	COc1ccc2c(c1)c1c(c(=O)n(-c3ccc(F)c(Cl)c3)c(=O)n1CC(=O)N1CCCC1)n2C	-0.1%	-20%	-3%[10.9 µM]	-6%
78	O=C(COC(=O)c1ccccc1-c1ccccc1[N+](=O)[O-])c1ccccc1	x	-1%	x	2%
79	c1ccc(-c2csc3ncn4nnnc4c23)cc1	-0.2%	1%	-4%	11%
80	CC(C)NC(=O)CCC(=O)N1Cc2ccccc2Oc2ncccc21	-1.0%	-10%	u	11%
81	CC1CCCCN1C(=O)CSc1n[nH]c(-c2ccccc2)n1 (stereo not drawn)	-1.8%	-19%	-9%[10.9 µM]	-28%
82	Cc1ccc(N(C(=O)Cn2nnc3ccccc32)C(C(=O)NCc2ccco2)c2ccc(C)o2)cc1 (stereo not drawn)	13%	10%	x	15%
83	CCCc1nnc(SCC(=O)Nc2ccc(OC)cc2)n1N	0.1%	13%	-5%	-1%
